# Screening data: PubChem BioAssay, several laboratories
# HIV peptide binding: cell-free HIV fusion peptide-binding blockers – biochemical, uHTS, fluorescence dequenching, primary screen (AID 1986); cell-free peptide binding, fluorescence dequenching, 30 min; higher % means a stronger effect; inhibition, % at 20 µM; hits with a dose series show IC50 in µM; 290,000 compounds, 0.3% hits; in the data active means inhibition mostly above about 52%, no sharp cut-off; inactive means mostly below about 76%; further: some results filed as inactive read as strong as hits
# GPR35 arrestin U2OS: inhibition of zaprinast-stimulated GPR35 beta-arrestin translocation – imaging, U2OS, beta-arrestin-GFP, zaprinast agonist, primary screen (AID 2058) | U2OS GPR35 beta-arrestin-GFP translocation imaging, zaprinast antagonism; higher % means a stronger effect | one-dose inhibition, % at 10 µM; IC50 in µM for titrated hits | 290,000 compounds, 0.052% hits;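 active means inhibition of at least 50% with at least 30 cells and total cytoplasm GFP at most 10,000,000; inconclusive means under 30 cells or total GFP of 10,000,000 plus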
# Salmonella PhoP GFP: PhoP-dependent GFP reporter repression – Salmonella Typhimurium, primary screen (AID 1863); S. Typhimurium PhoP-regulated promoter GFP reporter, 4 h; higher % means a stronger effect; inhibition, % at 50 µM; hits with a dose series show IC50 in µM; 300,000 compounds, 0.16% hits;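 active means inhibition over 29.93%, a cutoff 3 SD above the screen mean, later confirmed by dose response; inconclusive means inhibition over 29.93% but no dose response follow-up; inactive means inhibition at most 29.93% or unconfirmed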;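 further: 0% = low Mg2+ inducing control and 100% = high Mg2+ repressing control; strong numbers were not always called active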
# GPR55 antagonists: inhibition of LPI-stimulated GPR55 beta-arrestin translocation – imaging, U2OS, beta-arrestin-GFP, LPI agonist, primary screen (AID 2013) | one-dose inhibition, % at 10 µM; IC50 in µM for titrated hits | 290,000 compounds, 0.13% hits | U2OS GPR55 beta-arrestin-GFP translocation imaging, LPI antagonism; higher % means a stronger effect;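 active means spots per cell inhibited over 60%, with over 100 cells counted and total cytoplasm intensity under 500,000; inconclusive means wells with under 100 cells, flagged as likely toxic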;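 further: U2OS cells stably carrying GPR55 and arrestin-GFP stimulated by 5 µM LPI near EC80; imaged beta-arrestin-GFP aggregate spots per cell after agonist stimulation; plate controls were LPI-stimulated DMSO wells for no effect and DMSO wells without LPI for full effect; some results filed as inactive read as strong as hits; confirmed hits need IC50 under 10 µM and bright autofluorescent wells are also inconclusive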
# Large T inhibition: SV40 large T antigen inhibitors, biochemical (AID 1903) | one-dose inhibition, % at 20 µM; IC50 in µM for titrated hits | 310,000 compounds, 0.39% hits | SV40 large T antigen ATPase/helicase inhibition assay; higher % means a stronger effect; in the data active means a potency from the dose series; inconclusive means inhibition mostly from about 32% at the one dose, without a potency; inactive means the rest, 99 in 100 with inhibition below about 32%; further: strong numbers were not always called active
# NS5 inhibitors: flavivirus cap methylation enzyme inhibition – biochemical, confirmation dose response, primary screen (AID 588689); Dengue-2 NS5 methyltransferase capping enzyme assay, biochemical; higher % means a stronger effect; inhibition, % at 25 µM, or IC50 in µM where a hit was titrated; 340,000 compounds, 0.3% hits; in the data active means a potency from the dose series; inconclusive means inhibition above about 29% without an active follow-up result
# K1F lysis inhibition: inhibition of K1F phage lysis, E. coli UTI89, bacterial capsule biogenesis inhibitors, alamar blue (AID 488966); E. coli UTI89 K1F phage lysis, alamar blue, 2 h; higher % means a stronger effect; 340,000 compounds, 0.02% hits; inhibition, % at 100 µM; hits with a dose series show IC50 in µM;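 active means phage lysis inhibition, versus mean bacterial control, above a set limit; inconclusive means no clear call, values can overlap the other calls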;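 further: capsule biogenesis inhibitors block K1F phage lysis so surviving cells raise fluorescence; higher fluorescence means more inhibition of phage lysis; actives were called in the ten point dose series up to 300 µM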
# Rac1 GTP hydrolysis: MgcRacGAP GTPase-activating activity inhibitors, confirmation, biochemical, ADP Hunter fluorescence; MgcRacGAP-stimulated Rac1 GTP hydrolysis, ADP Hunter fluorescence; higher % means a stronger effect; GST-tagged Rac1 F28L mutant substrate; inhibition, % at 30 µM; hits with a dose series show IC50 in µM; 340,000 compounds, 0.6% hits; AID 624330;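 active means first-screen hits whose inhibition reached a set limit at any dose in the follow-up dose series; inconclusive means inhibition above the set first-screen limit but never retested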;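 further: fluorescence reports GDP produced by GAP-driven GTP hydrolysis; strong numbers were not always called active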
# RSV CPE inhibition: RSV antiviral activity via CPE protection, HEp-2 cells, primary 10 µM value included (AID 2391). 310,000 compounds, 0.13% hits. HEp-2 cells, RSV-induced CPE inhibition; higher % means a stronger effect. one-dose CPE inhibition, % at 10 µM; IC50 in µM for titrated hits; in the data active means a potency from the dose series; inconclusive means CPE inhibition mostly from about 23% at the one dose, without a potency; inactive means the rest, 99 in 100 with CPE inhibition below about 21%; further: strong numbers were not always called active
# NS5 inhibitors pilot replicate: recorded beside NS5 inhibitors, whose call it bears; inhibition, %; measured here: pilot screen replicate inhibition
# An asterisk follows results filed as active; u = inconclusive; x = no result given; [ ] = dose if it differs, or a comment.
SMILES,HIV peptide binding,GPR35 arrestin U2OS,Salmonella PhoP GFP,GPR55 antagonists,Large T inhibition,NS5 inhibitors,K1F lysis inhibition,Rac1 GTP hydrolysis,RSV CPE inhibition,others
CN1C=CC=C/C1=C(\C#N)c1nc2ccccc2[nH]1,0.3%,8.9%,14.5%,-2.7%,7.7µM*,-2.8%,5.2%,46.4µM*,0.3%,
Cc1noc(C)c1S(=O)(=O)NCc1ccc(CN(C)C)cc1,x,x,x,x,x,-4.0%,0.1%[50 µM],2.1%,-0.4%,
Cc1nc(N(C)Cc2ccccc2)c2c(C)c(C)sc2n1,-0.5%,4.6%,0.6%,14.6%,5.3%,-4.1%,0.0%,5.7%,11.8%,
Cn1c(CCN2CCOCC2)nc2cc(NC(=O)c3cccs3)ccc21,1.5%,5.2%,-3.4%,-13.0%,19.3%,-3.0%,0.5%,7.3%,0.2%,
CCCCOc1ccc(C(=O)N/C(=C/c2cccc([N+](=O)[O-])c2)C(=O)O)cc1,1.8%,-7.8%,1.3%,6.3%,8.2%,-3.0%,-0.1%,-10.8%,0.5%,
O=C(CSc1nnc(-c2ccncc2)n1-c1ccc(Cl)cc1)N1CCOCC1,-1.4%,6.4%,-9.0%,1.6%,-2.1%,-0.7%,2.9%,2.8%,2.6%,
CCCn1nc(C(=O)Nc2ccc(S(=O)(=O)Nc3ncccn3)cc2)c2ccccc2c1=O,12.5%,-2.9%,-6.2%,-5.8%,4.7%,2.4%,-0.3%[50 µM],13.6%,-0.6%,
Nc1nc(NCCOCCO)nc(NCC2CCCO2)c1[N+](=O)[O-] (centres undefined),0.5%,3.8%,-10.5%,-1.6%,7.7%,2.3%,-1.6%,4.8%,1.5%,
CC(C)(C)NC(=O)C(c1ccc(F)cc1)N(CC1CCCO1)C(=O)CCC(=O)Nc1ccccn1 (centres undefined),1.7%,-8.4%,-2.9%,3.5%,10.5%,-0.8%,-0.1%,2.7%,2.2%,
O=[N+]([O-])c1ccc(O)c(/C=N\N=C2c3ccccc3-c3ccccc32)c1,11.3%,-0.5%,3.0%,4.8%,4.0%,-1.3%,1.9%[50 µM],4.3%,15.6%,
S=C(NCc1ccco1)N1CCN(c2ccccn2)CC1,1.1%,-2.7%,-2.6%,-5.5%,6.5%,-1.6%,0.1%,10.2%,-1.0%,
CCOC(=O)C1CCN(C(=O)CSCc2nc(-c3ccc(OCC)cc3)oc2C)CC1,-1.5%,-9.5%,2.5%,-3.1%,7.1%,2.7%,-0.8%,10.0%,3.6%,
CC(C)Cn1c(=O)c2c(nc3n2CCS3)n(C)c1=O,-1.5%,-8.7%,-2.2%,5.8%,8.9%,-2.3%,-1.1%,17.3%,x,
Cc1cccc(-c2noc(-c3ccc(F)cc3)n2)c1,-2.9%,10.3%,-6.1%,-0.1%,1.0%,-0.6%,1.4%,3.5%,2.4%,
Cc1nnc(-c2ccc(Oc3ccc(Cl)cc3)c([N+](=O)[O-])c2)o1,0.5%,-7.2%,0.7%,2.6%,1.7%,0.7%,0.4%,7.6%,2.6%,
CCSc1nnc(-c2cc(Br)ccc2NC(C)=O)c(=O)[nH]1,1.8%,1.4%,-12.0%,8.3%,20.5%,-17.4%,0.0%,6.6%,-0.7%,
O=C(NCc1ccc2c(c1)OCO2)c1cc(-c2ccccn2)nc2ccccc12,-0.4%,-2.5%,-3.0%,8.6%,10.9%,3.6%,0.0%,5.6%,1.4%,
CCCc1cc(C(=O)Nc2cccnc2Cl)no1,-2.1%,10.9%,-2.8%,13.9%,7.3%,2.2%,7.4%,1.1%,1.4%,
Cn1c(/C(C#N)=C(\O)c2ccc([N+](=O)[O-])cc2)nc2ccccc21,-0.3%,6.8%,1.0%,4.1%,15.0%,-1.6%,0.3%,2.2%,0.3%,
O=C(c1ccncc1)N1CCc2ccccc2C1,2.4%,3.0%,-3.9%,5.5%,10.4%,-5.2%,-0.2%[50 µM],4.1%,2.0%,
Cc1ccc(S(=O)(=O)C2(C(=O)N(C)C3CCCCC3)CC2)cc1,-3.7%,4.1%,-12.2%,-8.1%,2.0%,-8.8%,2.9%,-1.5%,-0.2%,
CC1=C(C(=O)OC2CCCCC2)C(c2cccs2)n2c(nc3ccccc32)N1 (centres undefined),0.2%,14.9%,4.9%,6.6%,1.3%,-5.5%,3.3%[50 µM],5.5%,1.6%,
CCOC(=O)Cn1nc(-c2ccc(F)cc2)cc(Cc2ccccc2)c1=O,-1.6%,-22.5%,-1.4%,-13.7%,7.4%,4.6%,-0.1%,8.8%,2.3%,
COc1ccc(CC(=O)NNC(=O)c2c(-c3ccccc3Cl)noc2C)cc1OC,-0.6%,-2.6%,-12.5%,1.0%,8.3%,-3.1%,0.3%,8.6%,x,
COc1ccc(N(C(=O)c2ccncc2)S(=O)(=O)c2ccccc2)cc1,-1.6%,-3.3%,1.0%,16.1%,26.0%,-11.6%,-0.2%,3.5%,0.4%,
COc1ccc(S(=O)(=O)N(C)C)cc1NC(=O)CSC(C)C(=O)Nc1cc(C)on1 (centres undefined),x,x,x,x,x,-3.0%,0.2%[50 µM],2.4%,1.7%,
Cc1c(C(=O)Nc2ccncc2)oc2ccccc12,-1.5%,14.9%,5.3%,-12.8%,4.9%,-3.6%,0.1%,1.4%,10.2%,
Cc1cc(NC(=O)CSc2nnc(Cc3ccccc3)n2C)no1,0.3%,-10.9%,5.6%,9.8%,21.2%,-11.5%,0.1%,3.3%,4.0%,
COc1ccc(CCCNC(=O)C2CCC(=O)N(CCCN3CCCC3=O)C2)cc1 (centres undefined),1.3%,13.1%,-6.0%,-2.6%,11.6%,-10.8%,0.5%,6.1%,x,
COc1ccc2nc(C)c3c(c2c1)OC(C(C)(Cl)Br)C3 (centres undefined),0.1%,6.0%,x,15.7%,37.3%,-11.8%,0.5%,7.0%,8.4%,
Cc1nn(-c2ccccc2)c(N2CCCC2)c1/C=N/NC(=S)Nc1ccc(F)cc1,x,x,x,x,17.4%,-5.8%,-0.7%[50 µM],-4.2%,u,
CS(=O)(=O)N(CC(=O)N1CCc2ccccc2C1)c1ccc(Cl)cc1F,0.5%,7.6%,5.9%,-3.8%,17.4%,-3.2%,1.2%[50 µM],6.2%,1.3%,
COc1ccc(S(=O)(=O)N2CCOC2CNC(=O)C(=O)NCc2ccccn2)cc1 (centres undefined),1.0%,-6.8%,-0.7%,12.1%,6.9%,-4.5%,2.2%[50 µM],9.4%,1.1%,
O=C(c1csc2c1CCCC2)N1CCN(c2cccc(C(F)(F)F)c2)CC1,1.2%,18.5%,-12.1%,3.7%,12.1%,-8.1%,0.3%,6.9%,22.2%,
CCOc1cc(S(=O)(=O)Nc2cc(C)cc(C)c2)ccc1Cl,-0.9%,6.5%,-3.7%,0.5%,4.0%,0.0%,0.2%,5.3%,x,
O=C(COc1ccc2c3c(c(=O)oc2c1)CCC3)N[C@@H](Cc1ccccc1)C(=O)O,1.5%,-5.0%,-1.9%,-15.4%,1.2%,-9.4%,-0.3%,-0.3%,0.5%,
O=C(Nc1ccc(Nc2ccccc2)cc1)c1cccc(F)c1,0.2%,1.0%,-3.8%,20.4%,5.2%,-1.3%,-0.2%,12.0%,u,NS5 inhibitors pilot replicate=-4.6
COc1cc(CN2CCCC(C(=O)Nc3cccc(-n4cccn4)c3)C2)ccc1F (centres undefined),2.4%,1.0%,-4.5%,-7.0%,3.8%,-4.5%,-0.1%,7.0%,-0.4%,
C[C@@H]1[C@H]2[C@@H](O[C@@H]3O[C@H](CO)[C@@H](O)[C@H](O)[C@H]3O)OC=C(C(=O)O)[C@H]2C[C@@H]1O,x,x,6.5%,x,6.5%,-2.9%,3.9%,-1.7%,x,
CCOc1ccc(NC(=O)CN(C)C(=O)c2c(C)nn(-c3ccccc3)c2Cl)cc1OCC,x,x,-6.0%,x,20.0%,-2.2%,0.8%[50 µM],3.7%,-1.0%,
COC(=O)CCCC1=CC2=CC(=O)C(C)(OC(=O)c3cccs3)C(=O)C2=CN1CC(C)C (centres undefined),11.2%,-10.3%,-3.9%,-2.5%,13.5%,11.9%,0.4%,9.7%,0.8%,
COC(=O)N/N=C1\CCCc2ccccc21,-1.2%,7.3%,2.8%,-3.9%,3.7%,0.0%,4.4%,6.0%,1.3%,
CCCCC(=O)Nc1nc2c(OC)cc([N+](=O)[O-])cc2s1,-0.3%,-0.8%,-0.4%,12.2%,0.5%,-6.2%,3.8%,3.3%,1.4%,
CN(CC(=O)NCc1cccs1)S(=O)(=O)c1cccc2cccnc12,2.7%,11.7%,1.7%,10.4%,1.1%,3.7%,-1.1%,-0.4%,2.6%,
CSc1nc2c(cc1C#N)C(=O)CC(C)(C)C2,-1.5%,-11.0%,1.1%,-4.8%,-5.7%,3.8%,0.2%,9.3%,-0.9%,
Cc1cccc(S(=O)(=O)Nc2cccc(-c3cn4ccsc4n3)c2)c1,-1.3%,1.4%,12.3%,6.1%,32.8%,4.8%,0.0%,11.6%,10.9%,
N#Cc1c(NC2CCCCC2)nc(-c2ccco2)c2c1CCCC2,2.3%,-17.1%,-5.7%,28.3%,11.3%,0.7%,-0.1%,10.2%,1.3%,
CCN(CC)S(=O)(=O)c1cccc(C(=O)N[C@H](C(=O)Nc2nc3ccccc3s2)C(C)C)c1,2.9%,-1.2%,5.5%,4.2%,5.0%,-1.3%,2.0%[50 µM],4.4%,1.0%,
CCC1(c2ccc(Cl)cc2)NC(=S)N(c2ccc(C)cc2)N1 (centres undefined),8.0%,0.1%,-1.3%,1.2%,15.5%,-7.7%,-1.6%[50 µM],9.7%,0.6%,
CC1(C)O[C@H]2OC([C@H](O)CON3C(=O)c4ccccc4C3=O)[C@H](O)[C@H]2O1 (some centres undefined),0.0%,21.4%,3.8%,5.6%,4.4%,x,x,x,0.7%,
CCCCc1cc(=O)oc2cc(OCC(=O)NCC3CCC(C(=O)O)CC3)ccc12 (centres undefined),0.5%,0.1%,x,12.4%,x,0.0%,6.6%,2.4%,3.5%,
Cc1ccccc1NS(=O)(=O)c1cc(C(=O)Nc2cccc([N+](=O)[O-])c2)ccc1C,-0.2%,-7.6%,-9.9%,3.8%,7.1%,-4.0%,6.2%,8.3%,17.1%,
